CRFR2-BP ag – agonists of human CRF-binding protein/CRF-R2 receptor complex; HEK293 CRF-R2/CRF-BP, calcium dye fluorescence (FLIPR); percent of saturating CRF peptide response; activation, % at 13.2 µM; 350,000 compounds, 0.46% hits; AID 588473;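 active = activation of at least 50%, plus an integration ratio under a set limit after plate pattern correction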;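 note: plate controls were neutral control wells without compound for no effect and CRF at EC100 for full effect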
M4 ag – agonists of human muscarinic M4 receptor (CHRM4) | 360,000 compounds, 0.14% hits | AID 624127 | CHO-K1 hM4/Gqi5, Fluo-8 calcium fluorescence; vehicle 0%, full acetylcholine response 100% | activation, % at 3 µM;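 active = activation above the run mean over all test wells plus 3 SD, cut at about 32% in these data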;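 note: peak over basal fluorescence ratio per well then scaled between controls; 0% = DMSO wells and 100% = acetylcholine at EC100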
Target sequence (P08173 whole entry, looked up): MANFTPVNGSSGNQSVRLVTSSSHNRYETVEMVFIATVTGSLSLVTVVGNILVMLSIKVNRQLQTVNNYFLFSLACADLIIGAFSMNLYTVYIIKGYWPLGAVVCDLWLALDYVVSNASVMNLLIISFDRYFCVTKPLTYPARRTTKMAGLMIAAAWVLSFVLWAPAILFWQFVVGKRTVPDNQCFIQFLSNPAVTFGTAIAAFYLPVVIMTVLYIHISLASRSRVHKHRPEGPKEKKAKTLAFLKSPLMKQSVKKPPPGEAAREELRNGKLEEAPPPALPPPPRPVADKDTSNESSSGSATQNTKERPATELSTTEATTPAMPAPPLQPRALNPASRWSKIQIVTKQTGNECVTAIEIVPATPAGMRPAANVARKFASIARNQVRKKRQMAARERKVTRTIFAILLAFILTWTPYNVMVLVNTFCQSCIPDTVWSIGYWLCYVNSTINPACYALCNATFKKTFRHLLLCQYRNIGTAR
CHRM1 PAM – human CHRM1 positive allosteric modulation. CHO-K1 hM1, Fluo-8 calcium fluorescence, ACh EC20; 0% = ACh EC20, 100% = maximal ACh. activation, % at 3 µM. 360,000 compounds, 0.088% hits. AID 588819; in the data active = activation above about 19%, passing the limit was not always enough
M4 PAM – CHRM4 positive allosteric modulation | CHO-K1 hM4/Gqi5, Fluo-8 calcium fluorescence, ACh EC20; 0% = ACh EC20, 100% = maximal ACh | activation, % at 3 µM | 360,000 compounds, 0.4% hits;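 active = activation above its plate's cutoff, the mean activation of sample wells plus 3 SD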; note: some results filed as inactive read as strong as hits
M5 PAM – potentiates acetylcholine response at human M5 receptor; activation, % at 3 µM; CHO-K1 hM5, Fluo-8 calcium, ACh EC20 PAM; 0% = ACh EC20, 100% = ACh EC100; P08912; AID 624038; 360,000 compounds, 0.3% hits;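 active = activation above the run cutoff, the mean activation of all test compounds plus 3 SD, cut at about 18% in these data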
Target sequence (P08912 whole entry, looked up): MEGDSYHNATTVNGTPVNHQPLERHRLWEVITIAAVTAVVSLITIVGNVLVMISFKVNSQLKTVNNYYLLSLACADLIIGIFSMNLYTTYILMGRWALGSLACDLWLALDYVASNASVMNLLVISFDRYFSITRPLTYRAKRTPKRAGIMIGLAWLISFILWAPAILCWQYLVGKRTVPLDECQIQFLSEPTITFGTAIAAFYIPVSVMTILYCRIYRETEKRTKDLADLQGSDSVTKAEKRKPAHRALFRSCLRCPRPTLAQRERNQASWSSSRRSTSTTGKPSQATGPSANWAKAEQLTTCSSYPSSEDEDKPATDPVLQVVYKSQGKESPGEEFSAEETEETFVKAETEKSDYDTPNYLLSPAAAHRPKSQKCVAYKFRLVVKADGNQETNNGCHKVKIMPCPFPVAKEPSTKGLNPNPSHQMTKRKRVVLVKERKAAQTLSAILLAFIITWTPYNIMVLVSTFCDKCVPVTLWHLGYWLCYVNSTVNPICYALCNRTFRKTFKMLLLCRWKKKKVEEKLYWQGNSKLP
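Assay system: CHO-K1 hM5 cells. Also added: acetylcholine at EC20 concentration, added after compound. Dosing: 3 µM, single dose. Times: compound preincubation 140 s before EC20 acetylcholine addition. Signal: Fluo-8 calcium fluorescence. Measure: % activation relative to EC20 and EC100 ACh responses. Repeats: singlicate, one well per test compound.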
CHRM1 antagonist – antagonists of human M1 muscarinic receptor | AID 588852 | 360,000 compounds, 1.3% hits | inhibition, % at 3 µM | CHO-K1 hM1, Fluo-8 calcium fluorescence, ACh EC80 antagonist;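 active = percent inhibition above its own plate's cutoff, namely the mean of that plate's compound wells plus 3 SD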;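 note: peak over basal fluorescence ratio during 140 s after agonist addition; 0% = ACh EC80 plus DMSO and 100% = DMSO alone without agonist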
M5 antag – blocks acetylcholine activation of human M5 receptor; AID 624040; 360,000 compounds, 0.59% hits; P08912; CHO-hM5 cells, Fluo-8 calcium fluorescence, ACh EC80; inhibition, % at 3 µM;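 active = inhibition above a per-plate cutoff, the mean of that plate's test compounds plus 3 SD, cut at about 27% in these data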;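 note: 0% = acetylcholine EC80 with DMSO and 100% = DMSO without agonist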
M5 ag – CHRM5 agonism in calcium assay; P08912; CHO-K1 hM5 cells, Fluo-8 calcium fluorescence; 0% DMSO wells, 100% maximal acetylcholine response; activation, % at 3 µM; 360,000 compounds, 0.19% hits; AID 624037;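 active = activation above the run's mean over test compounds plus 3 SD, cut at about 23% in these data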;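 note: signal is peak over basal fluorescence ratio across the kinetic read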
M4 antag – antagonists of human muscarinic M4 receptor (CHRM4). P08173. CHO-hM4 cells, ACh EC80, Fluo-8 calcium fluorescence. inhibition, % at 3 µM. 360,000 compounds, 0.73% hits. AID 624125;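 active = inhibition above its plate's cutoff, the mean inhibition of sample wells plus 3 SD, cut at about 27% in these data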;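 note: 0% = acetylcholine EC80 with DMSO and 100% = DMSO without agonist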
* = called active by the depositor; nt = not tested or not shown.

No.	smiles	M4 antag	M4 PAM	M5 PAM	M5 ag	CRFR2-BP ag
1	Cc1nnc(NC(=O)c2cccc(S(=O)(=O)N3CCOCC3)c2)s1	-8	14	1	-5	1.6
2	O=C(NC1(C(=O)O)CCCC1)c1ccccc1	-8	16*	-2	0	-0.9
3	CCS(=O)(=O)c1ccc2oc(SCC(=O)NCCc3ccc(F)cc3)nc2c1	-4	-3	-4	3	3.1
4	COc1ccc(C2/C=C\CN(S(=O)(=O)c3ccc4ccccc4c3)CC(=O)N2Cc2ccc(F)cc2)cc1 (stereo not drawn)	-3	-6	-6	2	2.4
5	CC(=O)c1cccc(NC(=O)Cn2nc(-c3ccccc3Cl)ccc2=O)c1	-10	-10	-3	-2	-7.3
6	CC(C)(C)NC(=O)NC(=O)CN1CCN(c2ccc(O)cc2)CC1	-3	-4	1	-1	-0.5
7	COc1ccc(CN(C2CCCC2)S(=O)(=O)c2ccc(-n3cnnn3)cc2)cc1OC	1	-8	-10	-6	-3.0
8	Cc1c(Br)c(=O)oc2c(Br)c(O)ccc12	-8	10	8	0	-1.0

No.	M4 ag	M5 antag	CHRM1 PAM	CHRM1 antagonist
1	0	-5	5	-4
2	1	13	14	-17
3	2	6	2	11
4	0	6	-3	8
5	5	0	5	-5
6	1	17	9	-9
7	7	6	3	-5
8	3	-3	1	11

Next part
No.	smiles	M4 antag	M4 PAM	M5 PAM	M5 ag	CRFR2-BP ag
9	Cc1c(NC(=S)NC(=O)c2sc3ccccc3c2Cl)cccc1C(=O)O	-3	2	-3	0	-0.4
10	CC(=O)NC(=O)c1ccc(-c2ccc(Cl)cc2)o1	6	3	3	-4	2.1
11	CC(OC(=O)c1ccc(Cl)nc1)C(=O)N1CCc2ccccc21 (stereo not drawn)	-21	15	-2	1	-1.4
12	Cc1cc(C(=O)COc2ccccc2Cl)c(C)n1C1CC1	-1	1	-6	-6	15
13	Clc1ccc(Cn2ccc(-c3ccc4c(c3)OCO4)n2)cc1Cl	7	-8	-4	-4	-0.7
14	Cc1nn(Cc2ccc(Cl)cc2)c(C)c1N	-9	3	2	-5	-1.2
15	CCC(C)(C)NC(=O)C(c1ccc(OC)cc1)N(Cc1ccccc1)C(=O)CCC(=O)Nc1cc(C)on1 (stereo not drawn)	0	1	-1	-1	0.2
16	COc1ccc(SC[C@H](Cc2ccccc2)N2CCN(C)CCC2=O)cc1	-1	1	-1	-3	0.8

No.	M4 ag	M5 antag	CHRM1 PAM	CHRM1 antagonist
9	0	7	12	-14
10	1	14	2	-2
11	1	-1	6	-16
12	1	8	5	-4
13	-1	1	-3	2
14	1	-2	8	-9
15	-1	16	6	1
16	3	-3	2	-8

(list continues)
No.	smiles	M4 antag	M4 PAM	M5 PAM	M5 ag	CRFR2-BP ag
17	CC(C)(C)c1ccc(/C=N/OCC(=O)NCc2ccc(F)cc2)cc1	-9	5	-5	-1	-0.5
18	CN(C)/C=C(/C(=O)c1ccccc1Cl)S(=O)(=O)c1ccccc1	-3	8	0	-2	-0.1
19	O=C(NCc1ccco1)c1cc2nc(-c3cccs3)cc(C(F)(F)F)n2n1	-1	-4	-9	0	0.8
20	O=C(Cn1cc(C(F)(F)F)cc(Cl)c1=O)NCCc1ccccc1	-8	9	-1	0	-1.1
21	Cc1nnc(NC(=O)c2cccc(S(=O)(=O)N3CCc4ccccc43)c2)s1	2	7	-5	2	-1.6
22	O=C1OC(c2cccc([N+](=O)[O-])c2)C2(CCCC2)C(=O)C12CCCCC2 (stereo not drawn)	-6	-7	-4	-4	3.3
23	Cc1ccc(C)c(OCCCCN2CCCCC2)c1	25	-15	-19	-23	0.8
24	COc1ccc(-n2c(-c3cc(-c4ccccc4)sc3N)n[nH]c2=S)cc1	-1	-2	-9	0	-0.7

No.	M4 ag	M5 antag	CHRM1 PAM	CHRM1 antagonist
17	0	9	11	4
18	0	-8	8	-3
19	4	6	-6	7
20	1	4	2	5
21	1	-3	6	-4
22	-2	-1	-6	3
23	-1	18	-21	29
24	0	15	9	-9

The list goes on.
No.	smiles	M4 antag	M4 PAM	M5 PAM	M5 ag	CRFR2-BP ag
25	CCN(CC)CCNC(=O)C(=O)Nc1ccc(C(=O)OC)cc1	-9	-17	-6	0	1.8
26	Cc1ccc(Nc2n[nH]c(C)c2[N+](=O)[O-])c(C)c1	-2	2	-3	0	1.1
27	Cc1ccccc1OCC(=O)NNC(=O)Nc1ccc(Cl)cc1	8	-6	0	-2	-0.3
28	N=C1C(c2nc3ccccc3[nH]2)=C(O)CN1C1CCCCC1	13	6	-4	1	-1.4
29	c1ccc2sc(Sc3ncnc4sccc34)nc2c1	9	6	-2	-4	3.3
30	COc1ccccc1N1CCN(C(=O)CSc2nc(C)c(Cc3ccccc3)c(=O)[nH]2)CC1	-6	1	0	-2	1.0
31	CCN1CCN(CCOc2cccc(Cl)c2Cl)CC1	-5	-1	5	-14	2.0
32	Cn1c(SCc2nc3cc(C(=O)O)ccc3c(=O)[nH]2)nnc1C(F)(F)F	-2	2	8	0	-0.6

No.	M4 ag	M5 antag	CHRM1 PAM	CHRM1 antagonist
25	0	8	6	-12
26	0	-4	4	1
27	3	-1	1	-15
28	13	2	-2	1
29	1	4	-2	1
30	3	-4	-1	-6
31	2	0	12	-6
32	0	11	3	-3

(cont.)
No.	smiles	M4 antag	M4 PAM	M5 PAM	M5 ag	CRFR2-BP ag
33	Cc1ncc(C(O)c2ccccc2)n1Cc1ccccc1 (stereo not drawn)	-1	3	2	-1	2.6
34	O=C(NCCN1CCN(c2ccccc2)CC1)C1CCN(S(=O)(=O)c2cccs2)CC1	-5	5	1	-1	0.5
35	Cc1cccc(OCc2occc2C(=O)Nc2cccc(-n3cnnn3)c2)c1	11	-8	-11	-3	5.1
36	CC(=O)c1sc(=S)n(-c2ccccc2)c1C	-9	1	11	-8	-0.5
37	CCn1ncc(/C=N\NC(=O)c2cc(-c3ccc(C)cc3C)nc3ccccc23)c1C	1	2	-10	-6	-0.4
38	O=S(=O)(Nc1ccc2oc(-c3ccccc3)nc2c1)c1ccccc1	-7	20	-4	-1	-1.2
39	Cc1cc(C)cc(OCC(=O)NNC(=O)c2cc3ccccc3oc2=O)c1	8	1	0	0	-0.9
40	COc1cccc(N2CCN(C(=O)c3oc4ccccc4c3NC(=O)Cc3ccc(OC)c(OC)c3)CC2)c1	-1	-6	-1	-3	1.2

No.	M4 ag	M5 antag	CHRM1 PAM	CHRM1 antagonist
33	3	-5	0	-12
34	4	-5	-1	-14
35	13	18	-9	19
36	0	-12	6	-6
37	2	3	-2	6
38	1	7	4	-3
39	-1	1	11	-6
40	6	-2	5	-6

(list continues)
No.	smiles	M4 antag	M4 PAM	M5 PAM	M5 ag	CRFR2-BP ag
41	COc1ccccc1-c1ccc(NC2CCCC2)nn1	9	8	5	-5	-3.1
42	O=C(Cc1cn(-c2ccccc2)nc1-c1ccccc1)N1CCCCC1	-12	-8	-2	-1	1.3
43	Cc1ccccc1Nc1nnc(SCC(=O)N(C)C2CCS(=O)(=O)C2)s1 (stereo not drawn)	-8	15	2	-1	0.1
44	CCC(=O)N1CCc2cc(S(=O)(=O)NCCC(=O)N3CCN(c4ccccn4)CC3)ccc21	-4	0	-3	-3	0.3
45	CC(=O)OCC(=O)C12OC(C)(C)OC1CC1C3CC=C4CC(O)CCC4(C)C3CCC12C (stereo not drawn)	-5	-3	7	4	-4.8
46	CC(CNC(=O)CCC(=O)N1CCOc2ccccc21)c1ccccc1 (stereo not drawn)	-21	1	-2	1	-1.2
47	O=C(Nc1ncccn1)c1ccc([N+](=O)[O-])o1	-3	2	6	1	-0.9
48	Cc1ccccc1S(=O)(=O)Cc1ccc(C(=O)NC2CC2)o1	0	0	-5	-2	-2.0

No.	M4 ag	M5 antag	CHRM1 PAM	CHRM1 antagonist
41	-2	-8	7	-2
42	10	4	10	-24
43	2	-1	7	-3
44	2	3	0	10
45	-1	-3	-1	-10
46	2	-6	1	-4
47	1	5	6	8
48	1	-4	5	-3

Nine entries from above, with values ahead of the structure:
no. | M4 antag | M4 PAM | M5 PAM | M5 ag | CRFR2-BP ag | M4 ag | M5 antag | CHRM1 PAM | CHRM1 antagonist | SMILES
37 | 1 | 2 | -10 | -6 | -0.4 | 2 | 3 | -2 | 6 | CCn1ncc(/C=N\NC(=O)c2cc(-c3ccc(C)cc3C)nc3ccccc23)c1C
38 | -7 | 20 | -4 | -1 | -1.2 | 1 | 7 | 4 | -3 | O=S(=O)(Nc1ccc2oc(-c3ccccc3)nc2c1)c1ccccc1
39 | 8 | 1 | 0 | 0 | -0.9 | -1 | 1 | 11 | -6 | Cc1cc(C)cc(OCC(=O)NNC(=O)c2cc3ccccc3oc2=O)c1
40 | -1 | -6 | -1 | -3 | 1.2 | 6 | -2 | 5 | -6 | COc1cccc(N2CCN(C(=O)c3oc4ccccc4c3NC(=O)Cc3ccc(OC)c(OC)c3)CC2)c1
41 | 9 | 8 | 5 | -5 | -3.1 | -2 | -8 | 7 | -2 | COc1ccccc1-c1ccc(NC2CCCC2)nn1
42 | -12 | -8 | -2 | -1 | 1.3 | 10 | 4 | 10 | -24 | O=C(Cc1cn(-c2ccccc2)nc1-c1ccccc1)N1CCCCC1
43 | -8 | 15 | 2 | -1 | 0.1 | 2 | -1 | 7 | -3 | Cc1ccccc1Nc1nnc(SCC(=O)N(C)C2CCS(=O)(=O)C2)s1 (stereo not drawn)
44 | -4 | 0 | -3 | -3 | 0.3 | 2 | 3 | 0 | 10 | CCC(=O)N1CCc2cc(S(=O)(=O)NCCC(=O)N3CCN(c4ccccn4)CC3)ccc21
45 | -5 | -3 | 7 | 4 | -4.8 | -1 | -3 | -1 | -10 | CC(=O)OCC(=O)C12OC(C)(C)OC1CC1C3CC=C4CC(O)CCC4(C)C3CCC12C (stereo not drawn)

Remaining list, next part.
No.	smiles	M4 antag	M4 PAM	M5 PAM	M5 ag	CRFR2-BP ag
49	C[C@@H]1CN([C@@H](C)CO)C(=O)c2cc(Br)cnc2O[C@H]1CN(C)Cc1ccccc1C(=O)O	1	5	8	1	-0.8
50	COc1cc2ccccc2cc1C(=O)NNC(=O)c1ccccc1O	-3	3	7	-1	nt
51	O=C1Nc2ccccc2N(O)N1c1cc(-c2ccc(Cl)cc2)[nH]n1	2	1	-5	0	27
52	CCOc1ccc(OCC)c(NC(=O)CC2Oc3ccccc3NC2=O)c1 (stereo not drawn)	-15	2	2	1	-0.7
53	COc1cc(NC(=O)Nc2ccccc2)c(OC)cc1NC(=O)CN1CCCCC1	-20	10	-2	1	1.7
54	FC(F)(F)c1cccc(Cn2c3[n+](c4ccc(C(F)(F)F)cc42)CCCCC3)c1	2	-11	-6	-18	-0.2
55	Cc1ccc2cccc(OCC(=O)NCc3ccco3)c2n1	5	-5	-4	2	-1.9
56	O=c1c2cc(N3CCOCC3)ccc2[nH]c(=S)n1Cc1ccccn1	-4	13	3	1	-2.0
57	CCn1c(CN(C)c2ccccc2)nc2ccccc21	-9	-3	2	-6	-4.9
58	COc1ccccc1CNC(=O)c1cccc(S(=O)(=O)N2CCCC2)c1	4	0	-7	-2	-1.3
59	COC(=O)c1ccc(C2Nc3ccccc3NC3=C2C(=O)CC(C)(C)C3)cc1 (stereo not drawn)	-8	2	-2	-4	-0.4

No.	M4 ag	M5 antag	CHRM1 PAM	CHRM1 antagonist
49	0	4	17	-21
50	3	-4	4	-5
51	1	4	13	-9
52	4	-9	-1	1
53	0	-2	5	-5
54	2	-1	-13	16
55	4	4	-1	6
56	1	1	9	-7
57	0	1	14	-18
58	0	13	1	2
59	0	12	13	-13

High-throughput results from PubChem BioAssay.

Random draw from the library; 2.8% or so of the library scored in one or more.
